Bioassay records: PubChem BioAssay, several laboratories
SR-BI DiI-HDL act – SR-BI HDL lipid transfer activation | AID 504775 | CHO ldlA[mSR-BI] cells, DiI-HDL uptake fluorescence, 3 h; 100 = double the neutral-control signal | 320,000 compounds, 0.096% hits | activation, % at 12.5 µM;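 active means mean replicate activation of at least 60% and every replicate at or above 60%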;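 further: 0% = median plate neutral-control signal and 100% = twice that signal; values of inactives mirror those of a sister screen read the other way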
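Test system: SR-BI-overexpressing, LDLR-lacking CHO cells. Measured by: DiI fluorescence, bottom read. Medium: Ham's F12 with 0.5% BSA, HEPES 25 mM, pH 7.4. Timing: 3 h uptake period with compound, 37 °C.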
Rtt109 HAT inh – inhibitors of Candida albicans Rtt109/Vps75 histone acetyltransferase. Q5AAJ8. purified Rtt109/Vps75, ThioGlo CoA-SH fluorescence, 4 h. inhibition, % at 34.9 µM. 330,000 compounds, 0.16% hits;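 active means inhibition of at least 50% in every replicate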
Target sequence (Q5AAJ8 whole entry, looked up): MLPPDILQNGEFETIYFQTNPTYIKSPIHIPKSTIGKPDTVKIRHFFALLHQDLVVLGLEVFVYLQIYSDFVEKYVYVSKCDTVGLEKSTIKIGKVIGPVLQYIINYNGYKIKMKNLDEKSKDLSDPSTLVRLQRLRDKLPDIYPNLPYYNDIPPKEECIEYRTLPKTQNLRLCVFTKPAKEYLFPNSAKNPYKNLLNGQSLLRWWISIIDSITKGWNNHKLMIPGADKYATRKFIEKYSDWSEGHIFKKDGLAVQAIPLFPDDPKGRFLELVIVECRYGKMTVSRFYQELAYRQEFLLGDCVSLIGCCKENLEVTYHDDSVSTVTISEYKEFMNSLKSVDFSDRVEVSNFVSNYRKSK
Cardiac RTF inh – cardiac RTF calcium desensitization; P19429+P45379; IANBD-labeled cardiac RTF, Ca2+ fluorescence; inhibition, % at 7.15 µM; 340,000 compounds, 0.12% hits;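 active means inhibition above the mean inhibition of all tested compounds plus 3 SD, cut at about 17% in these data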;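 further: assay run at fixed EC70 calcium of 1.6 mM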
Keap1-Nrf2 PPI – inhibitors of human Keap1-Nrf2 protein-protein interaction | Q14145 | Keap1 Kelch-Nrf2 peptide fluorescence polarization, 1536-well | inhibition, % at 9.4 µM | 340,000 compounds, 0.15% hits | AID 504523; in the data active means inhibition above about 12%;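 further: human Keap1 Kelch domain with fluorescein labeled Nrf2 9mer peptide probe; 0% = neutral control wells and 100% = peptide positive control; higher means more block of Keap1 binding to Nrf2 peptide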
Target sequence (Q14145 whole entry, looked up, the tested form may be a part): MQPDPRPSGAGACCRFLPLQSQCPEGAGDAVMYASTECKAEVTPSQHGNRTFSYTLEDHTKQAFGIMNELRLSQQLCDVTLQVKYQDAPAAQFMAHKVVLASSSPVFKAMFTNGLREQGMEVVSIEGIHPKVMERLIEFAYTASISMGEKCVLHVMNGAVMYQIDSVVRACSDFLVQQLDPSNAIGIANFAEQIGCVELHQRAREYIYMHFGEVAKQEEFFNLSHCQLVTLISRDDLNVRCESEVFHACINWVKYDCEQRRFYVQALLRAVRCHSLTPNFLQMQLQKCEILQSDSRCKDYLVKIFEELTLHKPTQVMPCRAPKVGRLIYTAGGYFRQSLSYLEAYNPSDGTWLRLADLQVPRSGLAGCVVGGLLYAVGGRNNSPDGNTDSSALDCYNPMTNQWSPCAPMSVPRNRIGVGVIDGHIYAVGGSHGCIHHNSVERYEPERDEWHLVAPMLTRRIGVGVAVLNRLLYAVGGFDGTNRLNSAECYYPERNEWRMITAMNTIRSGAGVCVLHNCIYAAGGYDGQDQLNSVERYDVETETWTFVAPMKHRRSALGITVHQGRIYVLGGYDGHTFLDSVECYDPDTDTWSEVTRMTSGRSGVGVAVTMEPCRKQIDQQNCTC
C-LANA FP – blocks KSHV LANA C-terminal domain binding to DNA; MBP-C-LANA/FAM-LBS DNA binding, fluorescence polarization; inhibition, % at 9 µM; 340,000 compounds, 0.078% hits;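 active means highest replicate inhibition at or above 60% at 9 µM, even if other replicates fall short; inactive means all replicates below 60% inhibition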;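 further: 0% = neutral control wells and 100% = 4 µM acridine orange control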
PKA-R2B activ – activates the human PKA-R2B holoenzyme complex | P22694+P31323 | PKA-R2B holoenzyme dissociation, Cy5-IP20 fluorescence polarization; R2B truncated from residue 108, S112A mutant; 0% DMSO only, 100% 113 µM cGMP | activation, % at 11.4 µM | 340,000 compounds, 0.079% hits | AID 504700;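 active means activation above a cutoff set at the mean over all compounds plus 3 SD, cut at about 18% in these data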;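 further: higher means more holoenzyme dissociation and a rise in polarization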
CAL PDZ FP-1 – blocks peptide binding to human CAL PDZ domain; purified CAL PDZ, TMR-peptide fluorescence polarization, 1 h; inhibition, % at 20 µM; 330,000 compounds, 0.02% hits; AID 504414;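 active means highest replicate inhibition of at least 40%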;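 further: plate controls were DMSO neutral control wells for no effect and unlabeled competitor peptide control wells for full effect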
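material = purified tagged CAL PDZ domain construct (CerCALP) | buffer or medium = sodium phosphate/NaCl buffer pH 7.4 with TCEP, IgG, Thesit | reagent = TMR-labelled reporter peptide T*-PRC34 bound in PDZ groove | incubation = 1 h room-temperature incubation prior to read | measured by = fluorescence polarization (mP) | evaluation = percent inhibition from loss of millipolarization | control set = unlabelled peptide and DMSO controls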
cardiac RTF act – increases calcium sensitivity of human cardiac regulated thin filaments | IANBD-labeled TnC RTF fluorescence at EC20 calcium; 0% EC20 calcium, 100% full calcium | 340,000 compounds, 0.24% hits | activation, % at 7.2 µM | P19429+P45379;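 active means activation above the mean over all tested compounds plus 3 SD, cut at about 30% in these data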;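 further: rise in fluorescence read as greater calcium sensitivity of cardiac thin filaments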
DAGLB inhibitor – diacylglycerol lipase beta (human) inhibition. AID 504411. HEK293T DAGLB membrane lysate, EnzChek fluorogenic substrate. 340,000 compounds, 0.059% hits. inhibition, % at 5.17 µM. Q8NCG7; in the data active means inhibition above about 34%;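 further: 0% = enzyme with vehicle and 100% = wells lacking enzyme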
CAL PDZ FP-2 – inhibitors of human CAL PDZ peptide binding. Q9HD26. purified CAL PDZ, TMR-peptide fluorescence polarization, 1 h. inhibition, % at 24.9 µM. 300,000 compounds, 0.92% hits. AID 602252;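 active means mean inhibition of at least 30% with at least half of replicates also reaching 30%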;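 further: 0% = DMSO neutral control and 100% = excess unlabeled competitor peptide PRC23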
Starred values were filed as active, the others as inactive; x = no result given; & = joins results of further samples.

SMILES	SR-BI DiI-HDL act	Rtt109 HAT inh	Cardiac RTF inh	Keap1-Nrf2 PPI	C-LANA FP	PKA-R2B activ	CAL PDZ FP-1	cardiac RTF act	DAGLB inhibitor	CAL PDZ FP-2
O=c1c2cc(O)c(O)cc2oc2cc(O)c(C3OC(CO)C(O)C(O)C3O)c(O)c12 (stereo not given)	7	-29	0	-2	67*	7	-0.8	-6	-1	-3
O=C(Nc1ccc(Br)cc1)c1ccc(CSC2=NCCS2)cc1	-62	4	0	-6	3.3	-3	-0.4	8	-2	-2
COC(=O)CSC1=C(C#N)C(c2ccc3c(c2)OCO3)C2=C(CCCC2=O)N1 (stereo not given)	-5	-5	3	0	-2.8	-10	-1.4	-3	-3	-3
CCOc1ccc(-n2c(Cc3cc(=O)[nH]c(=O)[nH]3)nnc2SC(C)C(=O)OC)cc1 (stereo not given)	8	3	-14	1	1.3	-11	0.6	2	1	0
Cn1c(=O)c(C(=O)CN2CCCc3ccccc32)c(N)n(Cc2ccccc2)c1=O	3	x	-7	-1	3.4	6	-0.5	11	5	-3
CN1CCc2c(c3ccccc3n2Cc2ccccc2)C1	2&27	-1&-5	3&5	0&2	3.6&0.5	-2&2	3.8&2.3	-4&1	1&-3	-3
Cc1cccc(C)c1NC(=O)CN1CCN(CC(=O)NCC2(N3CCCCC3)CCCCC2)CC1	-3	-6	-4	-4	0.3	-6	-0.7	-3	1	0
Oc1ccccc1C(=S)N1CCCCCC1	2	13	-7	3	0.5	0	0.2	2	3	x
CCCCCCOc1ccc(N2C(=O)CC(SCCN)C2=O)cc1 (stereo not given)	23	1	-3	-2	5.2	9	-1.1	9	3	-1
COC(=O)c1ccccc1NC(=O)c1cc(OC)cc(OC)c1	-35	-9	3	1	0.2	-4	-0.1	-6	-8	-6
CC(=O)N(CCP(=O)(c1ccccc1)c1ccccc1)Cc1ccco1	17	-1	-5	-3	0.8	-2	-0.3	-3	-2	-5
COC(=O)c1cc(NC(=O)c2cc(-c3ccc(Cl)cc3)oc2C(F)(F)F)ccc1N1CCOCC1	-68	0	5	-13	-1.0	0	-0.3	3	-1	x
NC(=O)COC(=O)c1ccc(-c2ccc(O)cc2)cc1	23	-7	-6	-2	-5.1	5	0.0	-3	4	-1
Cc1cccc(NC(=S)N2CCC(c3nc4ccccc4s3)CC2)c1	-12	2	-5	5	1.0	-6	-3.1	8	-1	-3
CCN(CC)C(=O)c1ccc(COc2ccc(Cl)c(C)c2)o1	-26	-4	6	-2	2.2	-14	-0.6	-5	-3	6
O=C(COc1ccccc1)NCC(=O)N/N=C/c1ccc(Br)cc1	16	-1	-1	-7	1.0	-8	-2.6	7	3	-12
CC(C)(C)C(=O)Oc1cc(N)n(S(=O)(=O)c2ccccc2)n1	1	-3	3	-3	0.5	-10	-2.1	6	0	-5
Cc1cccc(N2C(=O)C(O)=C(C(=O)c3cccs3)C2c2ccc(C(C)C)cc2)n1 (stereo not given)	7	21	-2	2	2.4	2	-1.1	-4	16	-4
COc1ccccc1CNC(=O)COC(=O)c1cccc(S(=O)(=O)N2CCCCC2)c1	13	23	2	4	0.5	-7	-1.1	-1	-3	-1
NC(=O)CC(NC(=O)Cc1ccc(Br)cc1)c1ccc(N2CCC(N3CCCC3)CC2)c([N+](=O)[O-])c1 (stereo not given)	-18	12	1	9	-0.7	3	-0.4	0	-3	1
CCc1ccccc1OCCCCN1CCCCC1	30	-3	-5	5	0.4	2	-2.1	-5	0	-5
Cc1cc(C)n(-c2cccc(CN3CCC(CO)(Cc4ccccc4)CC3)c2)n1	13	3	2	-2	-0.2	4	-2.3	0	0	-1
CCc1cc2c(=O)c(-c3nc4ccccc4n3C)c(CCCC(=O)O)oc2cc1OC(=O)C(C)(C)C	3	-3	-17	-2	1.5	-8	-0.1	-2	0	-1
COc1ccc(CNCCCn2cnc3c(OCc4ccccc4)ncnc32)cc1	7	0	-8	-4	1.7	4	-0.3	-5	-4	-2
Cc1cccc2cn[nH]c12	14	x	-1	-5	0.9	5	-0.6	-3	1	0
CCCc1c(C(=O)Nc2ccc(N3CCOCC3)cc2)cnn1-c1ccccc1	x	x	-3	-4	-1.3	-10	-1.1	12	1	-1
O=C(/C=C/c1ccc(O)cc1)c1ccc(O)cc1O	-28	-1	-7	-4	0.4	-3	-1.2	4	2	-6
CCCN1C2CCCC1CC(NC(=O)c1ccc(C(C)(C)C)cc1)C2 (stereo not given)	-8	3	-8	0	0.0	-1	-0.5	-4	-4	3
COC(=O)C1C(=O)c2c(n[nH]c2C)CC1(C)C (stereo not given)	15	2	-7	2	-0.5	4	-0.8	-1	1	-3
O=C1c2oc3ccc(Cl)cc3c(=O)c2C(c2ccco2)N1CCN1CCOCC1 (stereo not given)	13	-19	-3	0	0.9	-7	0.1	1	3	x

Profiles from above.
Listed for CC(C)(C)C(=O)Oc1cc(N)n(S(=O)(=O)c2ccccc2)n1 : SR-BI DiI-HDL act = 1; Rtt109 HAT inh = -3; Cardiac RTF inh = 3; Keap1-Nrf2 PPI = -3; C-LANA FP = 0.5; PKA-R2B activ = -10; CAL PDZ FP-1 = -2.1; cardiac RTF act = 6; DAGLB inhibitor = 0; CAL PDZ FP-2 = -5
Listed for O=C(COc1ccccc1)NCC(=O)N/N=C/c1ccc(Br)cc1 : SR-BI DiI-HDL act = 16; Rtt109 HAT inh = -1; Cardiac RTF inh = -1; Keap1-Nrf2 PPI = -7; C-LANA FP = 1.0; PKA-R2B activ = -8; CAL PDZ FP-1 = -2.6; cardiac RTF act = 7; DAGLB inhibitor = 3; CAL PDZ FP-2 = -12

Random excerpt: 4 compounds from above, in no set order.
SMILES	SR-BI DiI-HDL act	Rtt109 HAT inh	Cardiac RTF inh	Keap1-Nrf2 PPI	C-LANA FP	PKA-R2B activ	CAL PDZ FP-1	cardiac RTF act	DAGLB inhibitor	CAL PDZ FP-2
O=C1c2oc3ccc(Cl)cc3c(=O)c2C(c2ccco2)N1CCN1CCOCC1 (stereo not given)	13	-19	-3	0	0.9	-7	0.1	1	3	x
CCc1ccccc1OCCCCN1CCCCC1	30	-3	-5	5	0.4	2	-2.1	-5	0	-5
COc1ccc(CNCCCn2cnc3c(OCc4ccccc4)ncnc32)cc1	7	0	-8	-4	1.7	4	-0.3	-5	-4	-2
O=C(/C=C/c1ccc(O)cc1)c1ccc(O)cc1O	-28	-1	-7	-4	0.4	-3	-1.2	4	2	-6

(next part)
SMILES	SR-BI DiI-HDL act	Rtt109 HAT inh	Cardiac RTF inh	Keap1-Nrf2 PPI	C-LANA FP	PKA-R2B activ	CAL PDZ FP-1	cardiac RTF act	DAGLB inhibitor	CAL PDZ FP-2
Cc1nc(S(=O)(=O)Nc2ccc3c(c2)OCCO3)cn1C	0	-4	x	-3	-2.9	x	-0.1	x	x	x
O=C(COC(=O)c1ccc(S(=O)(=O)NCc2ccco2)cc1)NCC1CCCCC1	17	8	-11	0	1.6	-3	-0.3	2	0	-1
CN(C1CCCCC1)S(=O)(=O)c1ccc(S(=O)(=O)N2CCCC2)cc1	-1	1	-9	-2	1.5	-18	-0.5	-1	-7	-1
Cn1nc(C(F)(F)F)c(C(=O)Nc2ccc(F)cc2F)c1Sc1ccc(C(F)(F)F)cc1	14	-4	0	-5	0.6	-13	-2.1	0	-30	-2
CC(C)(C)NC(=S)N/N=C/c1c(Cl)cccc1Cl	-6	-5	4	1	-0.1	-3	-0.1	-3	-6	-4
CCOc1ccc(NC(=O)CC2S/C(=N/N=C3CCCCCC3)NC2=O)cc1 (stereo not given)	4	16	2	2	0.0	1	-2.9	-2	0	-3
O=C(COC(=O)C1CCN(S(=O)(=O)c2ccccc2C(F)(F)F)CC1)NCc1ccc(F)cc1	26	16	-6	-4	-0.2	9	-1.1	-2	-1	x
COc1ccc2nc(NC(=O)c3cccc(OCc4c(C)noc4C)c3)sc2c1	-58	-5	-13	0	1.7	-2	-1.0	1	-1	-2
Cc1ccc(NCc2ccccc2O)cc1C	-21	1	3	1	1.1	-3	-0.1	-3	-2	-3
CSc1nc(C)c(C(=O)Nc2ccccc2)c(C)c1C#N	-27	-4	-7	0	0.1	6	-1.3	0	-2	0
CCOC(=O)c1ccccc1OC(=O)CS(=O)c1ccccc1[N+](=O)[O-] (stereo not given)	-2	-3	-5	-5	-0.5	-4	-1.9	9	-1	0
Cc1c(-c2ccccc2)[nH]n2c(=O)c3c(nc12)CCCC3	0	4	-8	4	2.2	-3	-5.2	-2	0	-3
Cc1cc(OCC(=O)NCCc2ccc(S(N)(=O)=O)cc2)c2c(C)cc(=O)oc2c1	1	2	-8	1	0.3	-15	-3.4	-2	2	-3
CCn1cc(C(=O)OCC(=O)Nc2c(C)n(C)n(-c3ccccc3)c2=O)c(=O)c2ccc(C)nc21	15	-1	4	2	-0.3	-11	-1.0	-5	0	-2
Nc1nc(NCc2ccc(Cl)cc2)nc(NCCO)c1[N+](=O)[O-]	-25	3	-13	-1	-0.8	3	-1.1	-1	0	28

Rewritten as comma-separated lines: two of the compounds above.
SMILES,SR-BI DiI-HDL act,Rtt109 HAT inh,Cardiac RTF inh,Keap1-Nrf2 PPI,C-LANA FP,PKA-R2B activ,CAL PDZ FP-1,cardiac RTF act,DAGLB inhibitor,CAL PDZ FP-2
CCOc1ccc(NC(=O)CC2S/C(=N/N=C3CCCCCC3)NC2=O)cc1 (stereo not given),4,16,2,2,0.0,1,-2.9,-2,0,-3
CN(C1CCCCC1)S(=O)(=O)c1ccc(S(=O)(=O)N2CCCC2)cc1,-1,1,-9,-2,1.5,-18,-0.5,-1,-7,-1

Other results:
SMILES	SR-BI DiI-HDL act	Rtt109 HAT inh	Cardiac RTF inh	Keap1-Nrf2 PPI	C-LANA FP	PKA-R2B activ	CAL PDZ FP-1	cardiac RTF act	DAGLB inhibitor	CAL PDZ FP-2
Cn1c(=O)c2c(nc(CN3CCN(c4ccccc4F)CC3)n2CCCc2ccccc2)n(C)c1=O	18	-1	-4	-7	-1.9	-6	-1.1	-7	-1	-7
Cc1csc(SCC(=O)Nc2cc(S(=O)(=O)N(C)C)ccc2C)n1	7	4	-16	3	2.6	2	-2.9	-7	2	0
CCSc1nc(-c2ccccc2)nc2c1CCCC2	-35	-8	-19	-3	1.1	-5	-0.2	-3	-5	-1
CCOC(=O)c1ccc(NC(=O)CSc2nnc(C3CC3)n2CC)cc1	15	5	-18	-4	0.5	2	-2.0	1	-1	x
CCc1noc(C)c1C(=O)N1CCN(S(=O)(=O)c2ccccc2C(F)(F)F)CC1	22	-4	-6	-2	-2.2	2	-0.1	0	0	-6
CCOC(=O)c1cccnc1SC(CC)C(=O)N1CCOCC1 (stereo not given)	15	0	-2	-6	-1.3	-4	x	-1	2	2
COc1ccccc1-c1noc2ncnc(Nc3cccc(C)c3)c12	-17	-6	-16	7	-0.1	-7	-1.8	-8	-2	2
Cc1ccc(O)c(C(=O)c2cnc3c(c2)c(C)nn3-c2ccccc2)c1	-55	-1	-7	23*	1.4	-13	-1.2	-8	-11	-4
